Compound activity deposited in PubChem by several laboratories.
PABP1 MLLE inh – inhibitors of PABP1 MLLE–PAM2 peptide binding, primary screen, biochemical, fluorescence polarization, FITC-PAM2, GST-MLLE | inhibition, % at 20 µM | AID 588489, 2011 | Polyadenylate-binding protein 1 (Homo sapiens), P11940 | 360,000 compounds, 0.36% hits; in the data active means inhibition above about 35%, passing the limit was not always enough;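 further: plate controls were DMSO wells with GST-MLLE for no effect and wells lacking GST-MLLE protein for full effect; some results filed as inactive read as strong as hits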
Target sequence (P11940 whole entry, looked up): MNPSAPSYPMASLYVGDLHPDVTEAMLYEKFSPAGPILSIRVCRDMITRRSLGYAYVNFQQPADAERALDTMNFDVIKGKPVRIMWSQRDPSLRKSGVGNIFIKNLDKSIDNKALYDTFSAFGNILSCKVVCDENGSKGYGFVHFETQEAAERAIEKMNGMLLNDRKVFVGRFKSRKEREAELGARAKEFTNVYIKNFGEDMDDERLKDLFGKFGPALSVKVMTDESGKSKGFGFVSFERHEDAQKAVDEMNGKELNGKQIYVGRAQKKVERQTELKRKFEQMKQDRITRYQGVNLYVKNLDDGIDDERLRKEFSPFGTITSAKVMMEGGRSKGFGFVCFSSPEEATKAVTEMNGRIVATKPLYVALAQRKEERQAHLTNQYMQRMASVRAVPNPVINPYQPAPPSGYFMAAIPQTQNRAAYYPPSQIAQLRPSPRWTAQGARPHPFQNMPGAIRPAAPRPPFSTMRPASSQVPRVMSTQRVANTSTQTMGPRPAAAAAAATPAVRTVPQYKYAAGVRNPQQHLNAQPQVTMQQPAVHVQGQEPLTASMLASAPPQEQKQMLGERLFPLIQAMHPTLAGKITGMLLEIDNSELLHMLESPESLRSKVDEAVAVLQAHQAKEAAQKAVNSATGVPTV
MsrA inh – bovine MsrA enzyme inhibitors, primary screen, biochemical, absorbance, HTS; purified bovine MsrA, absorbance read-out; inhibition, % at 15.5 µM; 360,000 compounds, 0.75% hits; AID 651718, 2012; in the data active means inhibition above about 4.5%;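 further: 0% = vehicle wells with enzyme and 100% = reference inhibitor wells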
NRP1-CendR mod – modulators of CendR peptide binding to NRP-1, primary screen, biochemical, fluorescence polarization, uHTS | FAM-RPARPAR peptide binding to NRP-1 | inhibition, % at 25 µM | AID 602438, 2012 | Neuropilin-1 (Homo sapiens), O14786 | 360,000 compounds, 0.85% hits;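 active means inhibition or corrected inhibition above about 18%, plus a signal ratio from 0.5 to 1.5, limit read from the data, passing the limit was not always enough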; further: strong numbers were not always called active
SKN-1 inh – suppressors of acrylamide-induced Pgst-4::GFP reporter in worms, primary screen, SKN-1 inhibitor project, whole organism, uHTS, GFP/RFP fluorescence ratio, strain VP596; C. elegans VP596 Pgst-4::GFP/RFP ratio, 24 h; inhibition, % at 21.8 µM; 360,000 compounds, 0.49% hits; AID 624304, 2012;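 active means interference check ratio from 0.5 to 1.5 plus GFP to RFP signal ratio inhibition reaching or exceeding a fixed threshold, cut at about 30% in these data, passing the limit was not always enough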; further: some compounds called inactive have numbers as strong as hits
MsrA act – bovine MsrA enzyme activators, primary screen, biochemical, absorbance, HTS. Methionine sulfoxide reductase A (Bos taurus). purified bovine MsrA, absorbance read-out. activation, % at 10.6 µM. 360,000 compounds, 0.3% hits; in the data active means activation above about 7.5%;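 further: 0% = vehicle and 100% = reference activator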
MT1-MMP act inh – blockers of MT1-MMP proenzyme processing, primary screen, HT1080 RFP-PRO-GFP cells, GFP/RFP fluorescence | Matrix metalloproteinase-14 (Homo sapiens), P50281 | GFP/RFP ratio fluorescence, overnight; percent of plate control window, DMSO zero | GFP/RFP ratio change, % at 20 µM | 360,000 compounds, 0.061% hits;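 active means GFP/RFP ratio change of at least 30% with cell ATP level not reduced by more than half and red fluorescence within 50% of control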; further: strong numbers were not always called active
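Read-out: GFP/RFP fluorescence ratio; Test system: RFP-PRO-GFP reporter HT1080 cells; Compound dosing: single-point 20 µM compound, 1% DMSO; Times: overnight compound exposure at 37 °C.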
TbMetRS inhib – T. brucei MetRS inhibitors, primary screen, biochemical, luminescence; AID 624268, 2012; inhibition, % at 11.9 µM; 360,000 compounds, 0.4% hits; purified T. brucei MetRS, ATP depletion, Kinase-Glo luminescence; methionyl-tRNA synthetase (Trypanosoma brucei brucei);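 active means inhibition above a per-plate cutoff of the control wells' mean inhibition plus 3 SD, cut at about 5.5% in these data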;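 further: 0% = DMSO wells median and 100% = median of wells with control inhibitor compound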
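technique = Kinase-Glo luminescence, ATP depletion format | system = purified MetRS (methionyl-tRNA synthetase) enzyme from Trypanosoma brucei | timing = 15 min preincubation, 2 h reaction, all 25 °C | evaluation = percent inhibition versus plate control medians | dosing = single dose, 11.9 µM final nominal, 0.9% final DMSO | also added = substrates ATP, L-methionine and bulk Escherichia coli tRNA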
FAS-TE inh – FAS thioesterase domain inhibitors, primary screen, biochemical, fluorescence intensity, uHTS | recombinant FAS-TE, OMFH fluorogenic substrate, fluorescence endpoint | inhibition, % at 15 µM | 360,000 compounds, 0.67% hits | AID 602261, 2012;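 active means compounds whose normalised, plate-corrected inhibition of enzyme fluorescence in the single-dose primary screen is 50% or more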;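 further: 0% = DMSO with enzyme and 100% = substrate without enzyme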
E coli Lon inh – inhibitors of E. coli Lon protease, primary screen, biochemical, fluorescence polarization; AID 602123, 2011; inhibition, % at 7.94 µM; 360,000 compounds, 0.42% hits; purified E. coli Lon protease; P0A9M0; in the data active means inhibition above about 13%, passing the limit was not always enough;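 further: 0% = enzyme with probe and DMSO and 100% = no enzyme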
* hit, by the source's call; nt = no result given.

Below each SMILES: PABP1 MLLE inh	MsrA inh	NRP1-CendR mod	SKN-1 inh	MsrA act	MT1-MMP act inh	TbMetRS inhib	FAS-TE inh	E coli Lon inh
1	COCCn1c(=NC(=O)CSC(C)=O)sc2cc(OC)ccc21
    22	2.3	15	13	-4	2	0.4	0	-6
2	O=C(c1ccc(F)c(F)c1)N1CCCc2ccccc21
    1	-0.1	-11	-9	-9	0	-0.3	1	3
3	CC1=CC(c2ccccc2)n2nc(N3C(=O)C4CC=CCC4C3=O)nc2N1 (stereo unspecified)
    -7	0.1	-7	17	-5	9	-0.1	-6	-7
4	CC(=NCc1ccco1)c1c(C(F)(F)F)[nH]n(-c2nc3ccccc3s2)c1=O
    6	0.5	-4	8	-1	3	-1.6	19	4
5	O=C(C[C@@H]1C/C=C\C[C@H](Cc2ccc(F)cc2)C(=O)OC[C@H]2CCCN2C1=O)NCCO
    13	1.5	-1	12	-1	-1	1.1	-13	-2
6	Cc1nc2ccccc2c(N)c1C(=O)/C=C/c1ccccc1
    3	2.5	-6	-3	1	7	1.2	-1	-6
7	CCN(CC)Cc1c(CC(C)C)oc(C)c1C(=O)O
    -2	0.2	8	-31	-11	-6	-0.5	-5	-1
8	CCOC(=O)c1sc(N=NC2=C(O)CC(C)(C)CC2=O)c(C(=O)OCC)c1C
    49	1.0	-30	17	-2	1	0.1	-12	-2
9	O=C(NCc1ccccc1F)C1CCCN1C(=O)NC1CCCCC1 (stereo unspecified)
    7	0.0	9	11	-2	1	0.2	-8	6
10	COc1ccc(NC(=O)N2CCCC2C(=O)NCc2cccs2)cc1 (stereo unspecified)
    -4	-0.5	6	9	-2	0	-0.4	-3	5
11	CCCCNC(=S)N=Nc1c(O)[nH]c2ccccc12
    31	1.6	5	3	-16	15	-1.4	-2	4
12	CC(C)CN(C(=O)Cn1c(C(F)(F)F)nc2ccccc21)c1c(N)n(Cc2ccccc2)c(=O)[nH]c1=O
    2	0.5	-17	-3	-1	-2	-0.2	-3	2
13	O=C(NCCN1CCOCC1)c1ccc2c(c1)N(Cc1ccccc1F)C(=O)c1ccccc1S2(=O)=O
    0	0.5	11	4	-1	1	0.4	-5	-8
14	CC(C)(C)OC(=O)N[C@@H](CCCCNC(=O)OCc1ccccc1)c1nnc([C@H](CCCCNC(=O)OCc2ccccc2)NC(=O)OC(C)(C)C)o1
    3	nt	5	13	-2	-1	-0.5	66*	1
15	CCN(CC)C(=O)c1sc(NC(=O)Cc2cccs2)c(C#N)c1C
    9	-0.5	-6	5	-2	-2	0.3	-6	1
16	Cc1cc(C)c2c(n1)SCC(=O)N2CC(=O)Nc1cc(F)ccc1F
    2	-1.1	3	-5	-1	3	0.5	-3	-3
17	CCc1nn(C(C)C(=O)N2CCN(c3ccccc3)CC2)c(=O)c2cc3occc3n12 (stereo unspecified)
    -7	-0.4	1	18	-2	2	-0.3	19	-1
18	CCOc1ccc(N(CC(=O)Nc2ccc(F)c(F)c2)S(=O)(=O)c2c(C)noc2C)cc1
    15	1.6	-1	-1	-1	-2	-0.6	12	-9
19	CCOc1cc(C2NC(=O)NC(C)=C2C(=O)OCc2ccccc2)ccc1O (stereo unspecified)
    7	-0.2	-4	3	0	-2	0.0	-5	10
20	COC(=O)c1nn(-c2ccc(OC)cc2)c(=O)cc1Oc1ccccc1
    -8	1.2	-8	5	0	-6	-0.3	-7	-8

Entries of single compounds from above. Order of screens: PABP1 MLLE inh, MsrA inh, NRP1-CendR mod, SKN-1 inh, MsrA act, MT1-MMP act inh, TbMetRS inhib, FAS-TE inh, E coli Lon inh
Profile of COCCn1c(=NC(=O)CSC(C)=O)sc2cc(OC)ccc21 → 22, 2.3, 15, 13, -4, 2, 0.4, 0, -6
Profile of Cc1cc(C)c2c(n1)SCC(=O)N2CC(=O)Nc1cc(F)ccc1F → 2, -1.1, 3, -5, -1, 3, 0.5, -3, -3
Profile of O=C(NCCN1CCOCC1)c1ccc2c(c1)N(Cc1ccccc1F)C(=O)c1ccccc1S2(=O)=O → 0, 0.5, 11, 4, -1, 1, 0.4, -5, -8
Profile of O=C(NCc1ccccc1F)C1CCCN1C(=O)NC1CCCCC1 (stereo unspecified) → 7, 0.0, 9, 11, -2, 1, 0.2, -8, 6

The list continues.
Below each SMILES: PABP1 MLLE inh	MsrA inh	NRP1-CendR mod	SKN-1 inh	MsrA act	MT1-MMP act inh	TbMetRS inhib	FAS-TE inh	E coli Lon inh
21	N#Cc1cccc(NC(=O)CN2C(=O)NC3(CCCCCC3)C2=O)c1
    4	-0.2	5	-7	-2	1	-0.2	0	4
22	COc1ccc(C(=O)NC(C)Cc2cnccn2)cc1OC1CCN(C(C)C)CC1 (stereo unspecified)
    -2	-0.9	17	3	-2	-3	-0.5	-7	12
23	O=C(Nc1nncs1)C(Sc1ccccc1)c1ccccc1 (stereo unspecified)
    17	0.5	4	0	-3	-4	0.3	1	-6
24	O=C(c1cccc(-n2cccc2)c1)N1CCN(S(=O)(=O)c2c(F)cccc2F)CC1
    -5	0.2	-4	2	-3	-5	-0.1	7	-9
25	CCOc1ccccc1NC(=O)C1COc2ccccc2O1 (stereo unspecified)
    -4	0.6	1	5	-6	2	-1.2	21	5
26	CCc1ccc(N(C(=O)c2snc(C(N)=O)c2N)C(C(=O)NCCC(C)C)c2c[nH]c3ccccc23)cc1 (stereo unspecified)
    1	-0.5	-3	7	-2	17	-0.4	2	-1
27	Oc1c(Cl)cc(CN2CCOCC2)c2cccnc12
    28	-0.3	-3	-10	-1	-2	-0.4	0	2
28	Cc1ccc(CC(=O)Nc2ccccc2-c2ccccc2)cc1C
    7	-0.1	-13	16	-4	-5	-1.4	9	-19
29	C#CCSc1nc2[nH]ncc2c(=O)[nH]1
    9	0.5	7	-17	0	-3	0.0	-12	-24
30	COc1ccccc1N1CCN(C(=O)C2CC=CCC2C(=O)O)CC1 (stereo unspecified)
    0	0.6	6	-1	-1	-1	-0.3	-5	-1
31	COc1ccc(-c2csc(Nc3ncccn3)n2)cc1C
    5	0.6	0	-14	-3	0	-0.2	-6	-1
32	Cc1cccc(NC(=O)CSc2nc3ccccc3nc2N2CC(C)OC(C)C2)c1 (stereo unspecified)
    7	-0.4	2	3	-1	-3	-0.8	20	-8
33	Cc1cc(=O)[nH]c2c1cnn2Cc1ccccc1
    3	-0.8	-9	15	-2	2	-0.2	-8	-9
34	CC(C)(C)NC(=O)C(Cc1ccccc1)NS(=O)(=O)c1ccc2c(c1)CCC(=O)N2 (stereo unspecified)
    3	-1.8	17	4	-2	-2	-0.3	-4	-6
35	Cc1ccc(S(=O)(=O)Cc2ccc(C(=O)N3CCCC3)o2)cc1
    -4	1.0	5	1	-2	-2	-0.1	-4	-2
36	CC(=O)N1CCc2cc(S(=O)(=O)CCC(=O)Nc3ccc4c(c3)OCCO4)ccc21
    3	0.4	0	-7	-1	-3	0.1	-2	-2
37	Cc1ccc(NC(=O)c2cccc(C(=O)OC(C)C)n2)c(Br)c1
    14	-1.1	13	8	-4	4	-0.4	12	-1
38	O=C(Nc1cccnc1N1CCOCC1)c1cccs1
    10	1.1	2	11	-5	-1	-0.1	-2	-4
39	CCOC(=O)C1CCCN(C(c2ccccn2)c2c(C)[nH]c3ccccc23)C1 (stereo unspecified)
    10	1.5	0	-1	-4	-4	-0.7	-15	3
40	Cc1ccc(-c2csc(NC(=S)NC(=O)/C=C/c3ccco3)n2)cc1
    -11	-0.3	-2	-12	-4	6	-0.2	22	-10
41	COc1ccc(-n2cc(-c3ccccc3)[nH]c2=S)c(OC)c1
    24	1.4	5	10	-2	5	-0.5	5	4
42	CC(=O)c1ccc(NC(=O)COC(=O)c2ccccc2N=Nc2ccc(N(C)C)cc2)cc1
    -6	1.7	-9	19	-2	17	0.0	25	-6
43	Cc1ccc(C)c(SCc2noc(C(=O)NCC3CCCO3)c2C(=O)O)c1 (stereo unspecified)
    10	-0.3	-4	7	1	-1	-0.2	-12	-9
44	O=C(NCc1ccccc1)Nc1cccn(Cc2ccccc2Cl)c1=O
    1	1.9	-12	-7	9.1*	-5	-0.6	9	3
45	CSCC[C@H](NC(=O)N1CCn2c1nc1ccccc12)C(=O)NC1CCCCC1
    8	-0.5	12	11	0	1	-0.3	11	-4
46	COc1cccc(N2C(=O)N(c3ccccc3)C3CS(=O)(=O)CC32)c1 (stereo unspecified)
    5	-0.7	-1	-1	-15	nt	-1.5	-6	-1
47	COc1ccc2oc3cc(Cl)ccc3c(=O)c2c1
    -9	0.4	4	16	-3	3	-0.7	2	-7
48	Cn1c(=O)c(C(=O)CN2CCOCC2)c(N)n(Cc2ccccc2)c1=O
    -12	-0.4	0	3	-2	-1	-0.3	-4	4
49	CCC(C)C1C(C#N)=C(N)OC2=C1C(=O)CC(C)(C)C2 (stereo unspecified)
    -8	0.0	-11	-1	2	-1	-0.6	-2	2
50	Cc1ccc(OCCNC(=O)c2ccccc2SCC(=O)N2CCCC2)cc1
    15	0.9	3	-3	-1	11	0.1	-3	2
51	Cc1ccc(S(=O)(=O)N(C)/N=C/c2ccc(N(C)C)cc2)cc1
    9	6.1*	13	-3	-2	3	-0.1	18	-2
52	Cc1ccc2c(c1)C(c1ccccc1)N(C(=O)C(C)C)CC(=O)N2 (stereo unspecified)
    3	0.0	-7	-6	0	1	0.5	-4	-1
53	C=CCSc1nnc(NC(=O)C2CC(=O)N(Cc3ccc(C)cc3)C2)s1 (stereo unspecified)
    -20	0.6	-5	-3	-7	-5	-0.3	-3	0
54	COc1ccc(NC(=O)COc2cccc(C(F)(F)F)c2)cn1
    39	-0.9	18	14	1	-9	0.0	2	11
